# ARNT TACC3 PPI = ARNT/TACC3 interaction disruption. 0.66% of 390,000 active. inhibition, % at 9.99 µM. AlphaScreen His-ARNT PAS-B/GST-TACC3 binding, luminescence; TACC3 fragment carries E629A point mutation. Q9Y6A5. AID 623870;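 active = mean inhibition of replicates at least 50% and at least half of replicates each reaching 50%; inconclusive = half or more replicates reach 50% but mean below 50%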;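 note: 0% = complete ARNT plus TACC3 wells and 100% = ARNT alone without TACC3; many hits fall short of the cut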
# PAX8 inh HTS = inhibitors of PAX8 transcriptional activity in RMG-I cells. 1.2% of 360,000 active. RMG-I TPO-luciferase reporter, SteadyGlo, 24 h. inhibition, % at 12.6 µM;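 active = mean replicate inhibition at least 60% with every replicate also reaching 60%; inconclusive = only one of the two criteria is met; inactive = mean below 60% and not all replicates reaching 60%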;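 note: luciferase light reporting Pax8 driven TPO promoter activity; plate controls were median of neutral control wells for no effect and mitoxantrone controls for full effect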
# Xi reactivation = reactivates the inactive X chromosome in mouse fibroblasts | XiGFP mouse fibroblasts, % GFP-positive cells imaging, 3 d; cells co-treated with 5-aza-dC sensitizer; scaled so ellipticine positive control = 100% | activation, % at 7.58 µM | 0.055% of 360,000 active | AID 743238;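 active = mean normalized replicate activation at least 10% and every replicate at or above 10%; inconclusive = only one of the two criteria met; inactive = mean below 10% and not all replicates reach 10%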;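 note: 0% = median of on-plate neutral control wells and 100% = ellipticine 6 µM median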
#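 assay system = SV40-immortalized XiGFP fibroblast cells, line 68-5-11 | buffer or medium = DMEM plus 5-aza-dC sensitizer | doses = single-point pinned compound dosing | times = 3-day compound exposure, then 15 min fixation at room temperature | benchmarks = positive control ellipticine, 6 µM final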
# CFTR F508del cor = CFTR F508del correction in bronchial cells. CFBE cells, YFP halide quenching; stimulated with forskolin plus potentiator P3; % fluorescence drop versus neutral controls. activity (quench increase), % at 7.58 µM. 0.36% of 350,000 active;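 active = mean added fluorescence quench of at least 8% versus neutral control, with both replicates also reaching 8%; inconclusive = only one of the mean or replicate conditions met; inactive = mean below 8% and not both replicates reaching 8%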;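 note: cells transiently co-express mutant CFTR-F508del with the halide-sensitive YFP; corrector assay measuring rescue of mutant channel to the surface after 24 h compound exposure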
# DENV2 CPE = protects cells from dengue virus 2 cytopathic effect | DENV2-infected cells, cytopathic effect rescue, plate reader | CPE inhibition, % at 9.99 µM | 1.7% of 350,000 active | AID 651640; in the data active = CPE inhibition above about 20%, passing the limit was not always enough; inconclusive = no clear call, values can overlap the other calls; tested in BHK-21 cells;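 note: 0% = median of neutral control wells and 100% = median of positive control wells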
# EWS-Fli inh = blocks EWS/Fli oncoprotein-driven transcription | A673 NR0B1-luciferase reporter, viability-normalised | inhibition, % at 12.6 µM | 0.67% of 350,000 active;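 active = mean inhibition of at least 50% after viability correction, with every replicate also passing that limit; inconclusive = mean reaches 50% but only one of two replicates passes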;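 note: firefly luciferase signal divided by Alamar Blue viability fluorescence both relative to DMSO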
# GSIS activator = GLuc luminescence reporter in INS-1E cells, primary screen for activators of glucose-dependent secretion of insulin; INS-1E GLuc reporter insulin secretion, 2-3 h; activation, % at 16.6 µM; 0.61% of 370,000 active;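 active = lowest replicate activation of at least 40%, so every replicate reaches that level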;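 note: 0% = median of neutral control wells and 100% = median of IBMX positive control wells; some compounds called inactive have numbers as strong as hits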
# ERp5 inh = inhibitors of human ERp5. 0.05% of 350,000 active. AID 651711. inhibition, % at 9.99 µM. ERp5 insulin aggregation, absorbance 650 nm, 90 min;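 active = mean replicate inhibition above about 25%, with every replicate also reaching it, limit read from the data, passing the limit was not always enough; inconclusive = only one of those two criteria met; inactive = neither criterion met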
# Target sequence (Q15084 whole entry, looked up): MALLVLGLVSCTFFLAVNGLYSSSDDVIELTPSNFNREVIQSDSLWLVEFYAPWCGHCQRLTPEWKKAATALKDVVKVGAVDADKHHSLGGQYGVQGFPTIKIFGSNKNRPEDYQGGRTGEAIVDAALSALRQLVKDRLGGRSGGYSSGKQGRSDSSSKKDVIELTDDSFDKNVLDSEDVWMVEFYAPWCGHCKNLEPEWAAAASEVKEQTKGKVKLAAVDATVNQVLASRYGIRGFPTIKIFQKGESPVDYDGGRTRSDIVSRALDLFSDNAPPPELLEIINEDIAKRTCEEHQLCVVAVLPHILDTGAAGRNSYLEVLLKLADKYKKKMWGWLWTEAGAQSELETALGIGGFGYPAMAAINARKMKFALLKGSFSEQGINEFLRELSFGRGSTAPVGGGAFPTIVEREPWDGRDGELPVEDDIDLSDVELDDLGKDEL
# * hit, by the source's call; ? = inconclusive; . = no result given; & = joins results of further samples.
# Sample of the layout:
SMILES,ARNT TACC3 PPI,PAX8 inh HTS,Xi reactivation,CFTR F508del cor,DENV2 CPE,EWS-Fli inh,GSIS activator,ERp5 inh
CCCNC(=O)N1CC(=O)N2[C@H](CO)[C@H](c3ccc(-c4ccc(C)cc4)cc3)[C@@H]2C1,.,-8.1,0.0,-0.9,-0.6,-10.5,-14.6,-3.7
O=C(O)CN1C(=O)NC2(CCCc3ccccc32)C1=O (stereo not drawn),-4.9,-9.7,0.0,1.6,-8.2,-1.9,-0.1,-0.4
C[C@@H]1CN([C@@H](C)CO)S(=O)(=O)c2ccc(C3=CCCCC3)cc2O[C@H]1CN(C)C(=O)C1CC1,-3.1,.,-0.9,1.3,11.6,7.4,-9.8,8.5

# The whole of this part, from the start:
SMILES,ARNT TACC3 PPI,PAX8 inh HTS,Xi reactivation,CFTR F508del cor,DENV2 CPE,EWS-Fli inh,GSIS activator,ERp5 inh
CCCNC(=O)N1CC(=O)N2[C@H](CO)[C@H](c3ccc(-c4ccc(C)cc4)cc3)[C@@H]2C1,.,-8.1,0.0,-0.9,-0.6,-10.5,-14.6,-3.7
O=C(O)CN1C(=O)NC2(CCCc3ccccc32)C1=O (stereo not drawn),-4.9,-9.7,0.0,1.6,-8.2,-1.9,-0.1,-0.4
C[C@@H]1CN([C@@H](C)CO)S(=O)(=O)c2ccc(C3=CCCCC3)cc2O[C@H]1CN(C)C(=O)C1CC1,-3.1,.,-0.9,1.3,11.6,7.4,-9.8,8.5
C/C(=N\NC(=O)CSc1nc2ccccc2o1)c1cccc(O)c1,1.2,-2.5,0.1,-0.9,-2.9,0.2,18.5,5.8
Cc1nn(CSc2c(F)c(F)c(F)c(F)c2F)c(C)c1[N+](=O)[O-],-0.9,3.6,-0.7,-1.0,13.1,15.1,.,-3.3
CN1C(=O)C(=O)/C(=C(/O)c2ccccc2)C1c1ccc(Br)cc1 (stereo not drawn),-2.6,27.3,0.1,0.2,6.1,2.5,-10.0,-1.1
CC(=O)NC(=C(Cl)Cl)S(=O)(=O)c1ccccc1,-5.3,18.1,0.0,0.2,2.9,-5.5,-2.4,2.5
CCOC(=O)C1(Cc2ccccc2)CCN(Cc2cnn(C(C)C)c2)CC1,.,15.0,0.1,1.1,0.0,1.6,-9.4,-2.7
COc1ccc(Cl)cc1C(=O)OCC(=O)NC1CCCC(C)C1C (stereo not drawn),0.4,1.4,0.0,-0.8,0.7,-7.9,-25.6,-4.9
COc1ccc(S(=O)(=O)Nc2ccc3c(c2)C(=O)N([C@@H](C)CO)C[C@H](C)[C@@H](CN(C)Cc2ccccc2)OCCCC[C@H](C)O3)cc1,-12.9,2.0,0.2,1.5,-1.7,17.2,-14.3,.
O=C(c1ccccc1Cl)N1N=C(c2cccs2)CC1c1cccc(O)c1 (stereo not drawn),4.7,22.8,0.1,0.7,-0.9,4.7,-9.4,0.0
O=C(OC(C(=O)Nc1cccc(C(F)(F)F)c1)c1ccccc1)C1CCCCC1 (stereo not drawn),-4.2,17.7,0.2,.,.,.,-23.3,.
O=C1CC2(CCN(C(=O)c3ccc(F)cc3)CC2)Oc2ccccc21,-1.0,3.5,-0.2,-0.4,-4.6,-3.1,-1.2,4.3
CS(=O)(=O)N(CC1CCC1)C[C@H]1N[C@H](CO)[C@H]1c1ccccc1,-5.9,-1.5,0.0,1.5,14.8,-2.4,5.1,.
COC(=O)C1=C(C)N(Cc2ccc(C(F)(F)F)cc2)C(=NCc2cc(OC)c(OC)c(OC)c2)NC1c1cccc(Cl)c1 (stereo not drawn),.,8.5,0.0,2.4,15.6,19.2,.,-1.2
COC(=O)c1ccnc(SCC(=O)c2ccccc2)c1,.,-70.2,0.1,-0.1,-3.7,-4.7,20.7,1.1
S=C(NCCc1ccccc1)N1CCCC1,-1.7,-66.0,0.4,-0.6,?,-33.8,12.2,1.5
Cc1noc(C)c1NC(=O)Nc1ccc2c(c1)CC(=O)N([C@H](C)CO)C[C@@H](C)[C@@H](CN(C)C(=O)Nc1ccc3c(c1)OCO3)O2,0.4,-6.0,0.0,0.8,-4.1,-7.8,28.8,-12.7
COc1ccc(/C=C2\CCC(C3CCCC3)C2=O)cc1Cn1cccn1 (stereo not drawn),.,17.7,0.2,-1.6,-6.2,-26.8,16.0,3.0
O=C(c1ccccc1F)N1CCN(Cc2ccc3c(c2)OCO3)CC1,3.8,6.3,0.1,-0.9,-0.9,-11.9,-13.7,1.9
NCCCC[C@H]1CNC(=O)C(=O)N1CCc1cccc2ccccc12,-3.1,-37.7,0.1,1.6,-6.4,-3.2,21.3,1.7
CC(=O)N1C[C@@H]2[C@H](c3ccccc31)[C@H](CO)N2C(=O)c1ccc(F)cc1,7.4,-7.9,0.0,-1.0,-1.4,1.4,5.0,6.7
COc1ccc(CNC(=O)OC23CN(C(=O)OC(C)C)N(C(=O)OC(C)C)CC2(O)CN(S(=O)(=O)c2ccc(C)cc2)C3)cc1OC (stereo not drawn),.,-3.9,-0.2,2.2,-5.8,9.6,-15.1,-10.0
CN1CC[C@@H]2C(=O)N3CCc4ccc(Br)cc4[C@@H]3C[C@@H]21,-4.1,18.0,0.2,-1.6,?,-11.8,-10.6,2.2
CN(C)C(=O)c1cccc(-c2ccc([C@H]3[C@H]4CN(CCC(F)(F)F)CCCCN4[C@H]3CO)cc2)c1,-2.2,-10.1,0.3,0.5,-3.6,-1.4,3.3,-5.3
# (cont.)
SMILES,ARNT TACC3 PPI,PAX8 inh HTS,Xi reactivation,CFTR F508del cor,DENV2 CPE,EWS-Fli inh,GSIS activator,ERp5 inh
Cc1cn([C@H]2C[C@H](O)[C@@H](CNCc3ccccc3OCCCN3CCOCC3)O2)c(=O)[nH]c1=O,.,-19.7,0.0,-2.9,?,-1.3,-1.8,1.0
Oc1c(N=Nc2nn[nH]n2)ccc2ccccc12,.,26.5,0.2,0.2,68.7*,-23.7,-13.0,7.4
C[C@@H]1CN([C@H](C)CO)C(=O)c2cccc(NS(C)(=O)=O)c2O[C@H]1CN(C)C(=O)Nc1cccc2ccccc12,.,12.3,0.1,-2.3,14.5,.,20.4,-2.6
CCC(c1nnnn1-c1ccc(OC)cc1)N1CCN(C/C=C/c2ccccc2)CC1 (stereo not drawn),.,-11.9,0.0,-1.9,9.1,1.9,-46.3,-2.2
COc1ccc(S(=O)(=O)N(C)C[C@H]2OCCCC[C@@H](C)Oc3ccc(NS(=O)(=O)c4cn(C)cn4)cc3C(=O)N([C@@H](C)CO)C[C@H]2C)cc1,-0.3,46.4,0.0,1.5,16.1,.,-37.7,-0.1
CC1CC(C)CN(CCCNC(=O)C2CCN(S(=O)(=O)N3CCCCC3)CC2)C1 (stereo not drawn),-12.0,.,.,-2.6,.,2.0,11.1,-1.6
Cc1cc(C)cc(N(CCC#N)C(=O)COC(=O)CCc2c[nH]c3ccccc23)c1,8.0,9.9,0.3,-0.8,-1.5,7.0,-22.1,-0.9
C[C@@H]1CN([C@H](C)CO)C(=O)CCCn2nncc2CO[C@@H]1CN(C)CC1CCCCC1,-2.3,.,0.1,1.5,5.0,-4.8,5.5,1.8
COc1ccc(NC(=O)CN(C)C(=O)c2ccc3[nH]c4c(c3c2)CC(C)CC4)cc1 (stereo not drawn),0.4,28.7,0.1,-5.0,-0.1,4.5,-8.8,1.6
Nc1nonc1-n1nnc(C(=O)N/N=C/c2cccnc2)c1CSc1ccccc1,-3.4,6.3,0.0,0.8,1.9,-3.8,-2.4,6.0
CCc1ccc2oc(=O)cc(CN3CCN(Cc4ccccc4)CC3)c2c1,-3.6,14.2,0.0,-0.5,-2.9,15.7,8.2,2.3
c1ccc(NC2=NCCN2CC2CCCCC2)cc1,-2.4,-6.3,-0.3,-2.9,-2.6,-1.6,0.4,-0.9
COc1cc(CNc2nc3ccccc3s2)cc(OC)c1OC,25.4,14.3,0.0,-0.3,2.8,11.1,-9.8,-4.5
Cc1c(N/C(=N/S(=O)(=O)c2ccc(F)cc2)c2ccccc2)c(=O)n(-c2ccccc2)n1C,-3.3,11.0,0.3,-1.5,0.9,-5.1,7.4,-0.5
C=CCOC(=O)C1=C[C@@H](c2ccc(Br)cc2)[C@H](CCCO)[C@@H](OCC)O1,23.8,13.7&2.6,0.0,-1.4&2.1,5.1&-1.5,-5.2&-15.1,-11.0,0.1&1.0
CN(CC(=O)Nc1cccc(F)c1)C(=O)c1ccc2c(c1)S(=O)(=O)N=C1CCCCCN12,3.7,-4.0,-0.1,-2.2,-1.4,3.2,-13.8,1.4
Nc1nc(SCC(=O)NC2CCCCC2)n[nH]1,-1.0,0.9,0.2,-0.6,-3.4,-0.3,11.8,-0.4
CC(C)(C)NC(=O)C(c1ccncc1)N(C(=O)Cn1nnc(-c2ccc(F)cc2)n1)c1ccccc1F (stereo not drawn),-2.1,18.6,0.1,-2.2,12.9,-7.4,5.4,-6.2
O=C(NCc1csc(-c2cccs2)n1)C1CCCCC1,-5.2,-118.2,0.0,0.4,6.2,-80.8,5.9,-5.2
CC(OC(=O)CCCN=C1NS(=O)(=O)c2ccccc21)C(=O)c1ccccc1 (stereo not drawn),-2.0,2.7,0.0,2.1,?,-15.0,15.0,-24.1
Cc1ccc(-c2csc(NC(=O)CN3C(=O)CCC3=O)n2)cc1,-4.6,-4.5,0.1,-2.3,-5.9,-6.4,15.1,2.7
C[C@@H]1CN([C@H](C)CO)C(=O)c2cccc(N(C)C)c2O[C@@H]1CN(C)Cc1ccc2c(c1)OCO2,-7.9,9.2,-0.2,0.4,-3.8,0.9,10.0,2.8
OC1(c2ccccc2)Cc2cccc[n+]2C1c1ccccc1 (stereo not drawn),3.4,-6.8,-0.1,1.8,-0.4,-1.8,6.9,1.2
C[C@H](CO)N1C[C@H](C)[C@H](CN(C)Cc2ccc(C(=O)Nc3ccccc3N)cc2)OCCCC[C@H](C)Oc2ccc(NC(=O)C3CCCCC3)cc2C1=O,.,32.5,0.1,0.4,-5.4,-1.2,9.7,10.7
Cc1cc(C(=O)Nc2cccc3c2O[C@@H](CN(C)C(=O)Nc2c(C)noc2C)[C@H](C)CN([C@@H](C)CO)C3=O)n(C)n1,-6.0,.,-0.3,-0.9,?,0.2,8.3,11.8
# The listing continues:
SMILES,ARNT TACC3 PPI,PAX8 inh HTS,Xi reactivation,CFTR F508del cor,DENV2 CPE,EWS-Fli inh,GSIS activator,ERp5 inh
CC(C)(C)c1cc(P(=O)(c2ccccc2)c2ccccc2)ccc1O,5.9,-12.1,0.8,1.8,-1.4,5.6,0.2,-3.0
Cc1ccc(S(=O)(=O)N(C)C[C@@H]2OCCCC[C@@H](C)Oc3ccc(NS(=O)(=O)c4ccccc4)cc3C(=O)N([C@@H](C)CO)C[C@H]2C)cc1,3.2,11.2,-0.1,4.1,3.1,-2.3,-10.3,-0.5
CNC[C@H]1Oc2c(NC(=O)c3ccc(-c4nccs4)cc3)cccc2C(=O)N([C@H](C)CO)C[C@H]1C,10.2,-8.0,-0.2,-2.6,40.8*,0.9,-6.7,-3.2
COc1ccc(/C=C(\C#N)C(=O)NC2CCS(=O)(=O)C2)cc1OC (stereo not drawn),-1.0,-3.0,0.6,.,.,.,37.4,.
Cc1ccc(F)cc1NC(=O)CCc1c(C)[nH]c(=O)c(C#N)c1C,10.3,2.2,0.0,1.2,6.5,-3.3,25.9,0.4
COCCNC(=O)C1(C)CCCN(C(=O)c2ccc(F)cc2Cl)C1 (stereo not drawn),.,-9.9,2.2,-2.0,-5.7,-5.0,39.9,4.8

# Compound activity: PubChem, Broad Institute
